# Shn3 3UTR inh – Schnurri-3 reporter inhibition in Clone20 osteoblasts. Clone20 osteoblast Shn3 3'UTR firefly luciferase, 24 h. inhibition, % at 12.5 µM. 360,000 tested, 0.52% active;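 active means mean inhibition of at least 75% with every replicate also reaching 75%; inconclusive means mean inhibition at least 75% but some replicate below; inactive means mean inhibition below 75%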;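 further: 0% = median of neutral control wells and 100% = pilot-screen positive control compound; some compounds past the cut are filed as inactive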
# hiPSC survival – increases survival of single human iPS cells. survival enhancement, % at 20 µM. 360,000 tested, 0.044% active. hiPSC single-cell survival, ATPlite luminescence; 100% = ROCK inhibitor wells, 0% = DMSO; in the data active means survival enhancement above about 18%;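 further: cells exposed to compounds for 16 hours before the ATP read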
# HIF-2a block – blocks HIF-2a reporter activity | 786-0 RCC cells HIF-2a reporter, luciferase luminescence, overnight | inhibition, % at 18.8 µM | 360,000 tested, 0.72% active | AID 624352;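 active means inhibition of the luminescence signal of 40% or more relative to plate controls, in a single-dose primary screen at 18.75 µM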
# KKLEB tox – counter-screen for CF NF-kB inhibitors: cytotoxicity | 360,000 tested, 0.36% active | KKLEB CF airway cells viability, ATPlite luminescence, overnight; hits give low values; cells stimulated with P. aeruginosa culture filtrate | activity change (cytotoxicity), % at 5 µM;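 active means corrected activity change at or below -50% at 5 µM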
# NR2E3 ag-1 – activates human NR2E3 receptor. 360,000 tested, 0.35% active. CHO-S Gal4-NCOR/VP16-NR2E3 two-hybrid, luciferase. AID 602229. inhibition of corepressor binding, % at 3.98 µM. Q9Y5X4;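 active means inhibition above the mean of all tested compounds plus 3 SD, cut at about 70% in these data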;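 further: 0% = DMSO with NR2E3 transfected cells and 100% = cells lacking NR2E3 construct; higher means lower luciferase signal from less NR2E3 corepressor binding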
# Target sequence (Q9Y5X4 whole entry, looked up, the tested form may be a part): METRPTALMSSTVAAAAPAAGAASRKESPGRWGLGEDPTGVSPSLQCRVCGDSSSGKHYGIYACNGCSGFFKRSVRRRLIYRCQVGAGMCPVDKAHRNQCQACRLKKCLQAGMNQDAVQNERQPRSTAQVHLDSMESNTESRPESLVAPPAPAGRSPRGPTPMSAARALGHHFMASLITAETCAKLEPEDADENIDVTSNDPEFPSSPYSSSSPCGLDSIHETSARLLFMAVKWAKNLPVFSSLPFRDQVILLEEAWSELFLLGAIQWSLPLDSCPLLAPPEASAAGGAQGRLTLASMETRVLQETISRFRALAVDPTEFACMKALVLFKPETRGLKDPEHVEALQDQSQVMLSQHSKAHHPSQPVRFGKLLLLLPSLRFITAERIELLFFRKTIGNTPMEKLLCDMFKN
# TRPM1 prom inh – MITF TRPM1 promoter inhibition in SK-MEL-5 cells; inhibition, % at 12.5 µM; SK-MEL-5 TRPM1 promoter luciferase, 24 h; 330,000 tested, 0.83% active;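 active means mean inhibition across replicates of 60% or more, whatever share of single replicates reaches that level; inconclusive means some that reach 60%, reason not given; inactive means mean inhibition across replicates below 60%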; further: values of inactives mirror those of a sister screen read the other way
# NR2E3 ag-2 – activates human photoreceptor nuclear receptor NR2E3 | inhibition of corepressor binding, % at 4.78 µM | GST-NR2E3/biotin-RetCOR TR-FRET, 1536-well | AID 2300 | 320,000 tested, 0.12% active | Q9Y5X4;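 active means percent inhibition above the cutoff of mean plus 3 SD of all tested compounds, set per screening campaign, cut at about 20% in these data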;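 further: 0% = DMSO wells and 100% = biotin wells as full block of FRET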
#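 Material – GST-tagged NR2E3 plus biotinylated RetCOR corepressor · Quantity – NR2E3 fusion 1.35 nM · Times – 5 h incubation at 4 °C · Medium – pH 7.5 Tris-based buffer · Technique – TR-FRET, Eu(K)-anti-GST donor, streptavidin-D2 acceptor, ex 340, em 617/671 nm · Benchmarks – high control biotin, low control 0.6% DMSO · Format – 1536-well plates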
# aDG glyco act – increases alpha dystroglycan glycosylation; Pro5-aDG cells, alpha-DG glycosylation AlphaScreen (IIH6); 0% Pro5, 100% B10-LARGE cell signal; activation, % at 10 µM; 360,000 tested, 0.22% active; AID 624168;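 active means activation of at least 8% versus controls, or a plate z-score of at least 8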;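 further: Pro5 are CHO cells carrying HIG-tagged alpha-DG that lacks glycosylation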
# Peg3 prom inh – reduces Peg3 promoter-driven luciferase expression in HeLa. HeLa PEG-Prom luciferase reporter, luminescence, overnight. AID 588405. inhibition, % at 20 µM. 360,000 tested, 1.7% active;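 active means inhibition of at least 50% at 20 µM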
# TWEAK Fn14 block – TWEAK-Fn14 signaling inhibition. TWEAK-stimulated Fn14 reporter cells, luciferase luminescence, 8 h. inhibition, % at 10 µM. AID 1159606. 360,000 tested, 2% active; in the data active means inhibition above about 50%
# CF NFkB block – blocks PAF-induced NF-kB reporter in cystic fibrosis cells. KKLEB NF-kB-GFP reporter, GFP fluorescence overnight. inhibition, % at 5 µM. 360,000 tested, 0.86% active. AID 588850;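 active means at least 50% inhibition at 5 µM, scaled per plate between neutral and stimulator controls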;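 further: PAF is a Pseudomonas aeruginosa culture filtrate used as stimulus; plate controls were PAF-stimulated DMSO wells for no effect and unstimulated DMSO wells for full effect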
# * = called active by the depositor; ? = inconclusive; / = not tested or not shown.
SMILES,Shn3 3UTR inh,hiPSC survival,HIF-2a block,KKLEB tox,NR2E3 ag-1,TRPM1 prom inh,NR2E3 ag-2,aDG glyco act,Peg3 prom inh,TWEAK Fn14 block,CF NFkB block
CCc1ccc(NC(=S)N(CCC(C)C)C2CCN(C(C)=O)CC2)cc1,6,-0.5,5,-12,-2,-15,0,0.6,5,-4,20
O=C(COc1ccccc1)Nc1cc(Cl)ccc1Cl,-61,0.1,-229,1,-26,-54,1,-0.1,-174,-21,-5
O=C1c2cccc3c([N+](=O)[O-])ccc(c23)C(=O)N1c1nccs1,54,-5.5,40,12,-7,?,0,1.1,94*,-58,-45
CCOC(=O)c1c(N)sc2c(O)c(Br)ccc12,7,-2.9,-48,-10,-33,-16,0,-0.2,-36,4,-6
Cc1ccc(Nc2nnc(SCC(=O)NC3CC3)s2)cc1,-38,-1.8,-36,11,9,/,2,0.1,-31,-28,-9
CN(C(=O)COC(=O)c1ccccc1SCC(=O)N1CCCC1)C1(C#N)CCCCC1,-3,-1.1,-13,9,-6,6,-1,0.1,-5,3,-28
Cc1ccc(CNC(=O)c2ccc(N3CCC4(CC3)CC(c3cccc(Br)c3)=NO4)c(NC(=O)c3c(Cl)cccc3Cl)c2)cc1,0,-0.5,2,5,4,12,3,-0.3,11,-28,-8
CCOC(=O)CNc1c(-c2ccc(F)cc2)nc2cnccn12,-25,0.4,14,1,-28,-7,2,-0.2,4,1,2
CC(C)CNc1ncnc2c1ncn2[C@H]1CN(Cc2cccs2)C[C@@H](CO)O1,-5,2.0,9,-7,5,/,/,-0.1,7,-2,3
Cc1ccc(S(=O)(=O)c2nnn3c2nc(N2CCCCC2)c2ccccc23)cc1,-11,0.8,18,-22,-15,-8,1,0.3,5,-36,23
CC(=O)Nc1ccc(C(=O)N2CCCc3ccccc32)cc1,1,0.4,5,-12,-6,8,-1,0.2,4,15,6
Cc1ccc(C(=O)C(C)Oc2ccc3ccc(=O)oc3c2)cc1 (centres undefined),-3,-0.5,9,-7,-6,-4,2,-0.2,-12,-13,14
COc1ccc(CCN2CC(C(=O)N(C)Cc3ccc(C)o3)CCC2=O)cc1 (centres undefined),-53,-0.4,-180,-21,-58,-60,2,0.1,-154,-2,10
Cc1cc(Nc2nc3c(c(=O)n(C)c(=O)n3C)n2C)n(-c2ccc(Cl)cc2)n1,-10,-1.4,8,15,-22,1,0,0.1,6,-2,-10
CCOC(=O)C1CCN(C(=O)c2ccc(S(=O)(=O)Nc3ccccc3OC)cc2)CC1,34,0.0,5,-11,10,-3,0,1.1,3,1,-13
CNc1nc(-c2ccccc2)nnc1C(F)(F)F,-6,3.4,-41,-5,-9,-14,-3,0.9,-44,-6,-16
COC(=O)c1ccc(NC(=S)NCC2CC2)cc1,-21,-0.6,-118,-5,-66,-8,3,1.3,-109,-1,-2
c1ccc(N2CCN(c3nc4ccccc4n4nnnc34)CC2)cc1,-21,-0.1,-140,-3,-38,-16,3,0.1,-83,-14,0
Cc1ccc(NC(=O)C2C3C=CC4(CN(Cc5cccnc5)C(=O)C24)O3)cc1 (centres undefined),-36,-0.1,-154,2,-68,-23,1,-0.3,-106,-2,1
O=C(NNS(=O)(=O)c1ccccc1)C1CCN(S(=O)(=O)c2ccc(Cl)cc2)CC1,28,-0.3,8,4,-25,12,4,-0.1,6,8,-2
O=C(CNc1cc(S(=O)(=O)N2CCCC2)ccc1OCC(F)(F)F)Nc1cccc(C(F)(F)F)c1,77,-0.8,16,1,22,-4,1,0.4,19,44,1
CCOc1ccc(C(=O)NCC2CCCO2)cc1 (centres undefined),-32,0.2,-136,8,-37,-48,4,0.1,-92,-10,-5
Cc1cccc(N(CC(=O)NCc2ccc(F)cc2)C(=O)c2csnn2)c1C,12,-2.1,8,-6,8,-4,-3,-0.2,13,6,6
O=C(CSc1nc(O)c(C2CCCCC2)c(=O)[nH]1)NCC1CCCO1 (centres undefined),2,0.6,6,7,0,-5,-5,0.2,-4,1,-7
COc1cccc(/C=N/NC(=O)CNC(=O)c2ccc(S(=O)(=O)N3CCCC3)cc2)c1OC,-18,0.6,16,0,0,0,0,0.7,4,-4,-25

# Reprinted from the part before: 3 entries; new compounds follow.
SMILES,Shn3 3UTR inh,hiPSC survival,HIF-2a block,KKLEB tox,NR2E3 ag-1,TRPM1 prom inh,NR2E3 ag-2,aDG glyco act,Peg3 prom inh,TWEAK Fn14 block,CF NFkB block
Cc1cccc(N(CC(=O)NCc2ccc(F)cc2)C(=O)c2csnn2)c1C,12,-2.1,8,-6,8,-4,-3,-0.2,13,6,6
O=C(CSc1nc(O)c(C2CCCCC2)c(=O)[nH]1)NCC1CCCO1 (centres undefined),2,0.6,6,7,0,-5,-5,0.2,-4,1,-7
COc1cccc(/C=N/NC(=O)CNC(=O)c2ccc(S(=O)(=O)N3CCCC3)cc2)c1OC,-18,0.6,16,0,0,0,0,0.7,4,-4,-25
COC(=O)[C@]12CCCCC=C1N(Cc1ccccc1)C(=O)[C@H](CC(=O)NCc1cccc3ccccc13)C2,/,-0.7,3,/,8,/,/,0.0,/,17,/
CCn1c(=NC(=O)CS(=O)(=O)c2ccc(C)cc2)sc2cccc(OC)c21,78,0.3,-2,0,28,-1,0,1.8,9,26,3
Cc1ccc([C@@H]2C[C@H]3[C@@H](CN2S(=O)(=O)c2ccc(C)cc2)C(=O)C[C@@H](c2ccccc2F)N3S(=O)(=O)c2ccc(C)cc2)cc1,12,-1.2,8,-4,15,/,/,-0.1,15,5,4
CCOc1ccc(C(C)=O)cc1COC(=O)c1cc([N+](=O)[O-])ccc1N1CCOCC1,9,-0.4,9,10,-5,11,2,-0.1,13,1,-18
CC1C(=O)N2CCCc3cc(NC(=O)C4CC4)cc1c32 (centres undefined),-5,-0.6,-4,-2,-6,-3,-2,0.2,-1,3,-17
O=C(c1ccco1)c1coc2c1cc(O)c1ccccc12,-59,-2.9,-186,-16,-75,8,-1,0.7,-198,-2,1
C=CCC[C@H](Cc1ccc(F)cc1)C(=O)OC[C@@H](Cc1c[nH]c2ccccc12)NC(=O)[C@H](CC=C)CC(=O)NCCO,13,1.8,3,-8,-16,2,/,0.0,19,21,0
CC1(C)C2CCC1(C)C(Nc1ccccc1)C2 (centres undefined),-69,0.5,10,9,-21,-2,-1,-0.1,-7,3,-4
CC(=O)Nc1cccc(NC(=O)Nc2ccc(F)cc2F)c1,4,1.5,-40,7,-20,14,1,0.1,-24,11,1
Cc1nnc(NC(=O)CSc2nnc(CCc3nc4ccccc4[nH]3)n2C)s1,6,-1.0,9,-23,-24,-1,2,-0.1,10,0,-14
O=C1CCC(C(=O)N2CCSCC2)CN1CCc1ccccc1 (centres undefined),-20,0.5,-9,1,-14,-4,1,0.3,1,3,-11
CCNC(=O)CC1C(=O)N(c2ccc(OC)cc2)C(=O)N1Cc1ccc(OC)cc1 (centres undefined),-5,-1.9,-9,3,2,2,-2,2.4,1,1,-4
Cc1ccc(N2CC(C(=O)N3CCN(c4ccccn4)CC3)CC2=O)cc1 (centres undefined),0,0.7,7,2,23,8,/,0.0,11,-7,-9
CCOc1ccccc1N(CC(=O)Nc1c(C)n(C)n(-c2ccccc2)c1=O)S(=O)(=O)c1ccccc1,0,4.3,15,8,-25,-30,-1,0.3,6,10,13
Cc1[nH]c(-c2ccc(F)cc2)cc1C(=O)N1CCN(c2ccccc2)CC1,1,0.6,13,-4,-13,0,/,0.3,36,20,6
O=C(CN1CCN(C(=O)c2ccccc2F)CC1)Nc1ccc(Br)cc1,1,0.1,21,2,-7,13,2,0.5,17,-6,-3
COc1cccc2sc(Nc3nc4ccc(NC(C)=O)cc4s3)nc12,37,-1.5,-190,-5,29,5,-3,0.4,-73,51*,-23
C/C=C/c1ccc(OCC(O)CN2CCCCCCC2)c(OC)c1 (centres undefined),-9,-0.5,-13,4,-7,-2,0,1.3,2,-3,-18
CC(=O)Oc1ccc(/C=C2\N=C(C3CCCCC3)OC2=O)cc1,5,-0.6,13,-4,8,-2,3,-0.1,2,-16,2
CCCOc1ccc(Br)cc1CSC(=N)N,66,-2.9,12,-1,51,-2,-1,5.5,14,42,0
CCOC(=O)Cc1csc(NC(=S)NC(=O)c2cc(OC)c(OC)c(OC)c2)n1,-16,-0.2,10,2,-9,7,0,-0.1,8,5,-8
Cc1csc(=O)n1CCC(=O)OCC(=O)Nc1ccc(Cl)cn1,-5,-0.5,14,13,-2,11,-5,-0.2,12,6,-8
O=C(Oc1cccc(Cl)c1)N1CCOCC1,-2,0.0,20,-12,-12,-4,-3,-0.1,3,-7,-7
CCN1CCc2nc3ccccc3c(C(=O)Nc3ccc(C#N)cc3)c2C1,-16,-2.5,6,2,12,9,3,-0.6,9,-13,-45
COc1cc(C(=O)NCc2nnc(SCC(=O)Nc3nc4ccc(C)cc4s3)o2)cc(OC)c1OC,-8,-0.2,-29,-2,-10,2,2,-0.2,-18,-22,18

# Continued:
SMILES,Shn3 3UTR inh,hiPSC survival,HIF-2a block,KKLEB tox,NR2E3 ag-1,TRPM1 prom inh,NR2E3 ag-2,aDG glyco act,Peg3 prom inh,TWEAK Fn14 block,CF NFkB block
Cc1cccc(-n2ncc3c(NCCc4ccc(S(N)(=O)=O)cc4)ncnc32)c1,-2,5.0,-13,3,-2,-5,1,0.3,6,-10,4
O=C(CCC(=O)c1ccc(F)cc1)Nc1cccc(S(=O)(=O)Nc2cccc(Cl)c2)c1,-15,-1.1,21,-8,-5,25,-2,0.2,20,40,4
Cc1ccc([N+](=O)[O-])cc1S(=O)(=O)N(C(=O)c1ccncc1)c1ccc2oc3c(c2c1)CCCC3,-22,-1.1,15,-3,5,2,-1,0.0,-2,-2,8
Cc1ccc(NC(=O)Nc2nc3ccc(S(C)(=O)=O)cc3s2)cc1,-2,-0.3,-11,11,9,-13,/,1.0,-14,-13,-14
COC(=O)c1sccc1NC(=O)Nc1cccc([N+](=O)[O-])c1,22,-0.4,7,-8,-7,3,-1,-0.1,9,-20,9
COc1ccc(OCCCC(=O)Nc2ccc(S(=O)(=O)N3CCOCC3)cc2)cc1,29,-0.5,13,-10,-19,-1,-1,-0.1,-6,1,2
Cc1ccc(NC(=O)CSc2nnc(C)n2-c2ccccc2)cc1,-2,4.9,1,3,-14,-2,2,-0.1,0,-14,-3
CCOC(=O)C1=C(C)N=c2s/c(=C\c3cccc(OCC(=O)O)c3)c(=O)n2C1c1ccccc1OC (centres undefined),9,0.7,15,23,-13,1,-3,0.0,11,11,19
CC(=O)Nc1cccc(NC(=O)c2ccc3c(c2)CCN3S(=O)(=O)c2ccccc2)c1,5,-0.5,3,3,-3,1,-3,0.1,14,12,-3
Cc1ccc(C(=O)COc2nc(C)cc(C)c2C#N)cc1,12,-0.7,-16,-9,-11,6,-1,-0.1,11,2,-9
